High-throughput results from PubChem BioAssay.
hERG WT inh: inhibitors of human wildtype KCNH2 potassium channel; Q12809; AID 720551; 340,000 compounds, 0.37% hits; U2OS, BacMam KCNH2, thallium flux FluxOr; stronger effect = lower value; activity change, % at 1.84 µM;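 active = maximum activity change below -70%; inconclusive = maximum activity change between -70% and -50%; inactive = maximum activity change above -50%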; note: % is set by controls: 0 for no effect and ±100 for the full control effect
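U2OS cells were transduced with wild-type KCNH2 virus (2.03 x 10^8 / mL) for 4 h at room temperature, then cultured overnight at 37 C. Thallium flux was read with FluxOr dye. Rate constants were normalized to DMSO controls.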
AT treatment: candidate therapy for ataxia-telangiectasia; […] A-T fibroblasts, KAP-1 phosphorylation AlphaLISA; neocarzinostatin DNA damage 30 min before lysis; Potency, µM (doses to about 57.5 µM), for inactives: at the highest dose activation, most hits filed as activators; AID 485349; 320,000 compounds, 0.19% hits; note: potency is the fitted concentration of half-maximal effect; % of control where 0% means no effect; nearly all actives have a fitted effect of over 45% in size
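hTERT-immortalized A-T patient fibroblasts ([…]), 500 cells/well in OPTI-MEM, 1% FBS, got compounds for 60 min, then NCS for 30 min at 37C. Lysates were then assayed for phospho-KAP-1 by AlphaLISA (anti-pKAP1 donor, anti-KAP1 acceptor beads), 6 hr at 25C.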
Coupling enz: inhibits coupling enzyme system, counter-screen for aldolase hits; activity change, negative = inhibition, % at 58.2 µM, hits read low; coupling enzyme system counterscreen, AmpLite Red fluorescence; 290,000 compounds, 0.67% hits; AID 2472; in the data active = activity change below about -30%; note: % is set by controls: 0 for no effect and ±100 for the full control effect
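First, compound is pin-transferred into glyceraldehyde-3-phosphate coupling-enzyme reagent at 57.5 uM final and held 10 min at RT. Next, substrate, coupling system and AmpLite Red are added. After 20 min RT, fluorescence (525/598 nm) is read.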
S-ASM inh: human S-ASM enzyme inhibition; placental ASM, HMU-PC fluorogenic substrate, 60 min; Potency, µM (doses to about 57.5 µM), without a hit: at the highest dose activity change, negative = inhibition, most hits filed as inhibitors; 340,000 compounds, 0.006% hits; note: potency is the fitted concentration of half-maximal effect
Target sequence (P17405 47-631 limits assumed): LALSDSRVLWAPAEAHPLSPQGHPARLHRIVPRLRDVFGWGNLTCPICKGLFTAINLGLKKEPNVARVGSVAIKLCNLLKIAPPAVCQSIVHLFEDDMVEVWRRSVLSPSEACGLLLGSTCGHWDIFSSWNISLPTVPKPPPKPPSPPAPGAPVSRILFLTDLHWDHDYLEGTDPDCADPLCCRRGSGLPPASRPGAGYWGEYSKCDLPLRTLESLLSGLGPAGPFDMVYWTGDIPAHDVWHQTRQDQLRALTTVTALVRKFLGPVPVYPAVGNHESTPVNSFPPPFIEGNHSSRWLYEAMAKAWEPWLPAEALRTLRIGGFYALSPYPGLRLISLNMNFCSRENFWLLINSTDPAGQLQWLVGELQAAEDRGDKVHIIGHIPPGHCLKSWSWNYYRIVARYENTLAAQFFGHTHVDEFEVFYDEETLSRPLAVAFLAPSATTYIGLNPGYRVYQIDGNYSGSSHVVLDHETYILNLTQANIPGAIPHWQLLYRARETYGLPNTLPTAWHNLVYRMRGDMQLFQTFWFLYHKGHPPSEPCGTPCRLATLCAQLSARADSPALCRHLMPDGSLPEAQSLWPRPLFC
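Human placenta-derived ASM enzyme was preincubated with compound for 10 minutes at room temperature, then given fluorogenic substrate HMU-PC0 (9 uM final) for 60 minutes at 37 °C; a pH 10 stop preceded fluorescence reading at Ex 386/Em 447 nm.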
MBNL1 CUG block: blocks human MBNL1 binding to CUG repeat RNA; Q9NR56; TR-FRET MBNL1-His/biotin-(CUG)12 binding, 665/545 ratio; Potency, µM (top dose mostly 57.5 µM), without a hit: at the highest dose activity change, negative = inhibition, hits mostly inhibitors; 280,000 compounds, 0.036% hits; AID 2675; active = well fitted inhibition curve with a large enough effect in the signal ratio, with a control signal flat, not every such curve was filed as active; inconclusive = small, poorly fitted or top-dose-only effect, or effect the other way, or a change in a side signal; inactive = no such curve, though single readings can be large or run the other way; the % refers to the signal ratio; note: potency is the fitted concentration of half-maximal effect; % is set by controls: 0 for no effect and ±100 for the full control effect
Target sequence (Q9NR56 whole entry, looked up): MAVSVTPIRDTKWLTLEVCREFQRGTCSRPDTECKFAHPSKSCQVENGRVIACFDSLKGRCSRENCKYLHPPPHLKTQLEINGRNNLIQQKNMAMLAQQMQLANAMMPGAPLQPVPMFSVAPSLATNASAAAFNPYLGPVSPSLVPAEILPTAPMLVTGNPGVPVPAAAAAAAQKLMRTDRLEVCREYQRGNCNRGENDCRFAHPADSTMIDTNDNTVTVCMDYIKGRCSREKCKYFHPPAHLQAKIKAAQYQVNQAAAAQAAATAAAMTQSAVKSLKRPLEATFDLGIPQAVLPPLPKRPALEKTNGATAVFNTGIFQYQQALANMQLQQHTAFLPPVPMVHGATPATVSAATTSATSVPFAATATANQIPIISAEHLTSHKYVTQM
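MBNL1-His + Biotin-(CUG)12, cpd titration 92 nM–58 uM; Tb anti-His Ab 0.055 ng/ul, SA-XL665 5 nM (final); 60 min RT; ratiometric 665/545 nm, Ex 340 nm; normalized to buffer and full-complex controls.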
KCNH2 3.1 inh: inhibitors of human KCNH2 3.1 potassium channel isoform; U2OS KCNH2 3.1, thallium flux FluxOr; stronger effect = lower value; activity change, % (tested at about 1.8 µM); 340,000 compounds, 0.95% hits;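 active = maximum activity change below -70%; inconclusive = maximum activity change from -70% to -50%; inactive = maximum activity change above -50%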;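 note: thallium influx rate constant from kinetic fluorescence after stimulation buffer; % is set by controls: 0 for no effect and ±100 for the full control effect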
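Channel expression came from 3.1 mutant virus (1.77 x 10^8 /mL) applied to suspended U2OS cells for 4 h. Flux was tracked with FluxOr dye plus Red40 quencher, and kinetic rate constants normalized to controls.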
MLL CXXC-DNA inh: MLL CXXC-DNA interaction inhibition; MLL-CXXC / FITC-HOXA9 DNA fluorescence polarization; Q03164; AID 2662; 290,000 compounds, 0.037% hits; Potency, µM (titrated, usually from 115 µM), inactives show at the highest dose activity change, negative = inhibition, actives largely listed as inhibitors; active = well fitted inhibition curve with a large enough effect in the polarisation, with a control signal flat, not every such curve was filed as active; inconclusive = small, poorly fitted or top-dose-only effect, or effect the other way, or a change in a side signal; inactive = no such curve, though single readings can be large or run the other way; the % refers to the polarisation; note: potency is the fitted concentration of half-maximal effect
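Steps: dispense CXXC domain solution (7 uM) → pin compounds or unlabeled HOX-A9 DNA control → 5 min ambient → add FLSN-HOX-A9 solution (50 nM) → spin → 30 min ambient → fluorescence polarization. Tris pH 7.5/NaCl/DTT/BSA buffer.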
TRPV1 ag: human TRPV1 agonism; TRPV1-expressing cells, Fluo-8 calcium influx, agonist mode; Q8NER1; AID 540275; 320,000 compounds, 0.19% hits; activation, % at 8.33 µM; in the data active = activation above about 80%; inconclusive = between about 30% and that limit; note: 0% is about no effect
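Cells expressing TRPV1 were dye-loaded with Fluo-8 and read kinetically: 10 s baseline, 3 min after compound (agonist portion), then 2 min after EC20 capsaicin (allosteric enhancer portion). Calcium-bound dye fluorescence at 480/520 nm.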
GALK inhibitor: inhibitors of human galactokinase | Purified GALK, Kinase-Glo residual ATP luminescence | 270,000 compounds, 0.007% hits | P51570 | Potency, µM (doses to about 57.5 µM), for inactives: at the top dose activity change, negative = inhibition, actives largely listed as inhibitors; note: potency is the fitted concentration of half-maximal effect; % is set by controls: 0 for no effect and ±100 for the full control effect
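ATP-depletion format; final 35 uM ATP, 100 uM D-galactose, 5 nM enzyme; pH 8.0 HEPES/Mg2+ buffer; 60 min RT; luminescence read 10 min after detection reagent.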
a7 integrin act: activates integrin-mediated alleviation for muscular dystrophy; AID 624291; alpha7betagal myoblasts, beta-gal FDG fluorescence, 48 h; Potency, µM (titrated, usually from 38.3 µM), for the others: top-dose activation, actives largely listed as activators; 350,000 compounds, 0.064% hits;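 note: potency is the fitted concentration of half-maximal effect; 100% = response of the positive control SU9516; nearly all actives have a fitted effect of over 60% in size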
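Alpha7betagal+/- myoblasts (passage 13) were plated 16-24 hr, then exposed to compounds (1:260 dilution of DMSO stock) for 48 hours at 37C. After MPER lysis, β-galactosidase reporter activity was read as FDG fluorescence (ex 480/em 540) after 30 minutes.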
* hit, by the source's call; ? = inconclusive; . = no result given; [ ] = another dose, or the depositor's remark. Unless noted, calls come from the whole dose curve; as a rule, active = well fitted curve in the direction sought with a large enough effect; inconclusive = small, poorly fitted or top-dose-only effect, or another doubt; inactive = no such curve, though single readings can be large; an effect the other way counts as inactive or inconclusive.

entry | structure | hERG WT inh | AT treatment | Coupling enz | S-ASM inh | MBNL1 CUG block
1 | CC(C)C[C@@H](CNCC(=O)[C@H](CC(=O)O)NC(=O)c1[nH]cnc1C(=O)N[C@H](CN)CC(C)C)NC(=O)c1nc[nH]c1C(=O)N[C@@H](C)C(=O)O | -7 | . | . | 1% | .
2 | CCOC(=O)c1cc(=O)c2ccc(OCC(=O)Nc3ccc(F)cc3)cc2o1 | -5 | 4% | 1 | -1% | .
3 | COc1cc(C(C)=O)ccc1OCC(=O)NCC1(N2CCCCC2)CCCCC1 | 0 | -2% | 1 | 5% | 8%
4 | CCOC(=O)C1=C(C)N(CC(C)C)C(=O)/C1=C\c1cccs1 | -2 | -9% | 5 | -11% | -3%
5 | CC(C)(C)NC(=O)NC(=O)COc1ccccn1 | 8 | -2% | 2 | 2% | 0%
6 | CC(C)N(C(=O)[C@H]1C[C@H](CC(=O)NCCc2ccccn2)C(=O)N2CCc3c([nH]c4cc(-c5ccco5)ccc34)[C@]12C)C(C)C | 3 | 3% | . | -23% | .
7 | COc1ccccc1N(CC(=O)Nc1ccc(Br)cc1F)S(=O)(=O)c1cccs1 | 8 | 2% | . | -12% | .
8 | COc1cc(OC)nc(-n2ncc(Br)c(Br)c2=O)n1 | -4 | -2% | -2 | 0% | 8%[11.5 µM]
9 | Cc1cccc(Nc2nc(N)c([N+](=O)[O-])c(N3CCN(C)CC3)n2)c1 | 36 | 1% | 3 | -10% | 6%
10 | CCOC(=O)c1sc(=S)[nH]c1C | 2 | . | . | 0% | .
11 | Cc1nn(-c2ccccc2)c(N)c1Sc1cccc([N+](=O)[O-])c1 | . | 5% | 2 | 0% | .
12 | COCC(C)n1c(SCC(=O)NNC(=O)c2ccccc2)nc2ccccc2c1=O (stereo not given) | -29 | 28% | 3 | 1% | -13%
13 | CCn1c(SCC(=O)NCCOc2ccccc2)nc2ccccc2c1=O | -6 | 5% | -7 | 1% | -15%
14 | CN(CCOc1ccc(Br)cc1)CC(=O)Nc1cccc(S(=O)(=O)NC2=NCCC2)c1 | 11 | 14% | 1 | 2% | -5%
15 | Cc1ccc(S(=O)(=O)CCN2CCN(c3ccccn3)CC2)cc1 | -1 | -4% | -3 | 0% | .

entry | KCNH2 3.1 inh | MLL CXXC-DNA inh | TRPV1 ag | GALK inhibitor | a7 integrin act
1 | 2 | . | . | . | 33%
2 | -20 | 1% | 25 | -1% | ?
3 | -2 | 5% | -1 | 5% | -3%
4 | 5 | -1% | ? | 3% | -6%
5 | 4 | -6% | -1 | -1% | 20%
6 | -16 | . | . | . | -13%
7 | 7 | . | -1 | . | 11%
8 | -4 | 0% | 1 | . | ?
9 | 3 | -2% | 2 | 0% | -13%
10 | -2 | . | . | . | -8%
11 | 11 | 16% | 1 | 1% | -35%
12 | 8 | -1% | 8 | 0% | -12%
13 | -23 | -9% | 17 | -1% | 2%
14 | -20 | -2% | 0 | -2% | -3%
15 | -2 | 4% | 0 | -3% | -19%

(continued)
entry | structure | hERG WT inh | AT treatment | Coupling enz | S-ASM inh | MBNL1 CUG block
16 | CCc1nnc(NC(=O)CSc2nnnn2-c2cccc(C(C)=O)c2)s1 | -14 | -4% | 5 | 1% | -9%
17 | CCCc1c(C)c2ccc(OCC(C)=O)cc2oc1=O | -5 | 13% | 0 | -1% | 18%
18 | COc1ccc(CCNC(=O)c2nonc2N)cc1 | -6 | 1% | 0 | 2% | -4%
19 | COCCCNCC(O)C(F)(F)F (stereo not given) | . | 1% | -4 | 8% | -1%
20 | Cc1csc(SC(C)C(=O)Nc2ccccc2C)n1 (stereo not given) | -18 | 8% | . | 3% | .
21 | CC(C)CC(=O)Nc1ccc(C(=O)COC(=O)CN2C(=O)NC3(CCCCC3C)C2=O)cc1 (stereo not given) | 11 | 20% | . | 1% | .
22 | CCOC(=O)c1ccc(NC(=O)C2CCCN(S(=O)(=O)c3ccc(F)cc3)C2)cc1 (stereo not given) | -6 | . | 0 | -7% | -12%
23 | Cc1sc2ncnc(SCC(=O)N3CCCCC3)c2c1C | -1 | 14% | 1 | -1% | -6%
24 | O=C(/C=C/c1ccc2c(c1)OCO2)N1CCN(c2ccccc2F)CC1 | -7 | 3% | -2 | -1% | 4%
25 | O=C(c1cc(COc2ccc(F)cc2Cl)on1)N1CCCC(c2ccccc2)C1 (stereo not given) | 3 | 5% | -1 | -3% | -10%
26 | Cn1c(SCc2ccc(Br)cc2)nnc1-c1cccs1 | -43 | -1% | -1 | -2% | 1%
27 | CN(/N=C/c1ccco1)C1=NS(=O)(=O)c2ccccc21 | 11 | 6% | 1 | 55% | 0%
28 | O=C(/C=C/c1ccccc1)OCc1cncs1 | -4 | 5% | -1 | 4% | ?
29 | Cc1cc(C)c(C2C3=C(Nc4c2c(C)nn4-c2ccccn2)c2ccccc2C3=O)c(C)c1 (stereo not given) | 3 | 14% | -1 | -8% | 8%
30 | O=C1C(=O)N(CCCN2CCOCC2)C(c2ccc(F)cc2)/C1=C(/O)c1ccccc1 (stereo not given) | 2 | 1% | 5 | 7% | 3%

entry | KCNH2 3.1 inh | MLL CXXC-DNA inh | TRPV1 ag | GALK inhibitor | a7 integrin act
16 | -4 | 12% | -2 | -2% | -4%
17 | 5 | 4% | 0 | 1% | 7%
18 | -6 | 5% | 1 | 0% | 6%
19 | 21 | -8% | 3 | 1% | ?
20 | -8 | . | 2 | . | -36%[inhibitor]
21 | -18 | . | -2 | . | -10%
22 | 6 | -12% | 4 | 1% | -22%[7.66 µM]
23 | -4 | 23% | -4 | 1% | 36%
24 | -1 | -6% | 11 | 0% | -10%
25 | 11 | -13% | ? | 0% | 6%
26 | -8 | 3% | 14 | 8% | 29%
27 | -19 | 16% | 1 | 0% | 10%
28 | 4 | 7% | ? | -1% | 0%
29 | 8 | -2% | 8 | 3% | -9%
30 | -4 | 9% | -1 | 0% | -3%

New compounds follow
entry | structure | hERG WT inh | AT treatment | Coupling enz | S-ASM inh | MBNL1 CUG block
31 | CCOC(=O)C(CC)n1cnc2c(cnn2-c2ccc(Cl)cc2)c1=O (stereo not given) | 8 | 4% | 0 | -4% | 5%
32 | Cc1cccc(Nc2nc(N)nc(-c3oc4ccccc4c3C)n2)c1 | 9 | -4% | -6 | 2% | 2%
33 | O=C(Cn1c(S(=O)(=O)Cc2ccccc2)nc2ccccc21)N1CCCCC1 | 6 | 1% | -2 | 1% | -17%
34 | CCOc1ccccc1NC(=O)CCNS(=O)(=O)c1ccccc1 | 12 | 4% | 0 | -2% | -9%
35 | O=C(NCc1cccc(Cl)c1)c1ccc(CS(=O)Cc2ccc(Cl)cc2)o1 (stereo not given) | -3 | -7% | 0 | -2% | -5%
36 | CCN(CC)C(=O)C(=O)c1cn(CC(=O)NCc2ccc3c(c2)OCO3)c2ccccc12 | 1 | 0% | 3 | -2% | 0%
37 | COc1ccc(-n2c(SCC(=O)c3c(N)n(C)c(=O)n(C)c3=O)nc3ccccc32)cc1 | 6 | 3% | -1 | 3% | 2%
38 | COc1ccc(-c2sc3cc4c(cc3c2C#CC2(O)CCCCC2)OCO4)cc1 | . | 31% | . | -5% | .
39 | COc1cc(C)c(CN2CCN(C(C)C(=O)NC(C)c3ccccc3)CC2)cc1OC (stereo not given) | 11 | 1% | 0 | 1% | -6%

entry | KCNH2 3.1 inh | MLL CXXC-DNA inh | TRPV1 ag | GALK inhibitor | a7 integrin act
31 | -19 | -4% | ? | 1% | -16%
32 | 6 | 1% | 2 | 3% | -38%
33 | 1 | 3% | 0 | 3% | -30%
34 | -1 | -1% | -6 | -1% | -22%
35 | -17 | 9% | 4 | 1% | 24%
36 | -3 | 1% | 8 | -1% | 1%
37 | -1 | 16% | -1 | 0% | -7%
38 | . | . | 0 | . | -23%
39 | -3 | -2% | 2 | 7% | -10%

One compound at a time, as listed above. Order of screens: hERG WT inh | AT treatment | Coupling enz | S-ASM inh | MBNL1 CUG block | KCNH2 3.1 inh | MLL CXXC-DNA inh | TRPV1 ag | GALK inhibitor | a7 integrin act
Cc1sc2ncnc(SCC(=O)N3CCCCC3)c2c1C is listed as -1 | 14% | 1 | -1% | -6% | -4 | 23% | -4 | 1% | 36%
CCOC(=O)c1cc(=O)c2ccc(OCC(=O)Nc3ccc(F)cc3)cc2o1 is listed as -5 | 4% | 1 | -1% | . | -20 | 1% | 25 | -1% | ?

Look-ups from the results shown:
CCOC(=O)C(CC)n1cnc2c(cnn2-c2ccc(Cl)cc2)c1=O (stereo not given) in a7 integrin act has -16%
COc1ccc(-c2sc3cc4c(cc3c2C#CC2(O)CCCCC2)OCO4)cc1 in S-ASM inh has -5%
O=C(Cn1c(S(=O)(=O)Cc2ccccc2)nc2ccccc21)N1CCCCC1 in KCNH2 3.1 inh has 1
